LDHA block = LDHA (human) enzyme inhibition | P00338 | purified LDHA, NADH/diaphorase-resazurin fluorescence; hits give low values | activity change, % (values are at about 110 or 230 µM) | 480,000 tested, 0.15% active; in the data active means activity change below about -30%;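 further: plate controls were DMSO wells for no effect and wells without enzyme for full effect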
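Remaining NADH was detected by diaphorase (0.133 mg/mL) converting 37 µM resazurin to fluorescent resorufin, read at 0 and 20 minutes. The preceding 5-minute room-temperature reaction used 2 nM LDHA, 0.2 mM sodium pyruvate and 0.06 mM NADH at pH 7.4.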
Active calls of the source: *.

Compound,LDHA block
CCCCc1c(-c2ccccc2OC)ncn1CCc1ccc(OC)cc1,4
C/C(=N\NC(=O)Cc1cccs1)c1cccc2ccccc12,-10
CCN(CC)S(=O)(=O)c1cc(C(=O)Nc2c(C)cc(C)cc2Cl)ccc1C,-6
Cc1cc(C)cc(N(CCC#N)C(=O)CN(C)CC(=O)Nc2ccccc2Cl)c1,1
CCc1ccccc1N/C=C(\C#N)c1nc(-c2ccc(C)cc2)cs1,7
COCC(C)NC(=O)c1cc2ccccc2oc1=O (centres undefined),1
O=C(O)c1cc2c(Br)cccc2[nH]1,15
CCC(C)Nc1nc2c(c(=O)[nH]c(=O)n2C)n1Cc1ccccc1Cl (centres undefined),-15
Cc1cnccc1C(=O)O,6
O=C(CCC1CCCO1)NC1CCCCC1 (centres undefined),-1
CC(Sc1nc(CN2CCOCC2)nc2ccccc12)C(=O)c1ccccc1 (centres undefined),-7
CCOc1ccc(/C=C(/C#N)C(=O)c2ccccc2)cc1OC,9
COc1ccccc1-c1cc(NC(=O)CCC2CCCO2)n[nH]1 (centres undefined),-10
O=C(CCc1ccsc1)N(Cc1ccco1)C1CC1,9
COc1cccc(C(C(=O)NCc2ccccc2)N2CCN(c3ccccc3F)CC2)c1OC (centres undefined),-6
CN(Cc1ccco1)C(=O)CSc1nc(-c2cccs2)nc2ccccc12,8
COc1cc(/C=C(/C#N)C(=O)c2c(Cl)cccc2Cl)cc(OC)c1OC,7
COc1ccc2ccccc2c1C1C(C#N)=C(N)OC2=C1C(=O)CC(C)(C)C2 (centres undefined),8
CCC(C)(C)NC(=O)/C=C/c1cc(OC)c(OC)c(OC)c1,1
Cc1ccc(S(=O)(=O)N2CCC(C(=O)NCc3cnn(-c4ccccc4)c3)CC2)cc1,-20
Cc1cc(Cl)ccc1NS(=O)(=O)c1cc(-c2c(C)nn3c2NC(=O)CCC3=O)ccc1C,-12
COc1cc(C(=O)OCC(=O)c2ccccc2)ccc1OCc1ccc(Cl)cc1,1
COc1ccccc1-c1nnc(SCC#CCOC(=O)c2ccc(F)cc2)o1,1
COc1cccc(CC(=O)Nc2ccccc2-c2ccccc2)c1,1
COC(=O)c1ccc(CNC(=O)c2cc(OC)cc(OC)c2)cc1,2
COC(=O)[C@]12CCCCC=C1N(CCc1ccc(OC)c(OC)c1)C(=O)[C@H](CC(=O)NCCc1ccccc1OC)C2,-1
CC(C)(C)n1nnnc1C(c1ccccc1)N1CCN(c2c(Cl)cncc2Cl)CC1 (centres undefined),-4
COc1ccc(C2Nc3ccccc3C(=O)N2Cc2ccccc2)cc1COc1cccc(Cl)c1 (centres undefined),-5
O=C(NCc1coc(-c2cccs2)n1)c1cc(F)c(Cl)cc1Cl,-3
Cc1cccc(C)c1NC(=O)CSC1=NS(=O)(=O)c2ccccc2N1,1
O=C(OCc1cccc(C(F)(F)F)c1)c1ccccc1C(=O)c1ccc(Cl)c([N+](=O)[O-])c1,-17
CCc1ccc(C(=O)COC(=O)c2cccc(Cl)c2Cl)cc1,-1
COc1ccc2c(C)c(CC(=O)Nc3nc4ccccc4[nH]3)c(=O)oc2c1,8
COC(=O)[C@]12CCCCC=C1N(Cc1ccc(Cl)cc1Cl)C(=O)[C@H](CC(=O)N1CCCC1)C2,0
CC(C)CCNC(N)=S,-1
COC(=O)[C@]12CCCCC=C1N(CCC1=CCCCC1)C(=O)[C@H](CC(=O)N1CCSCC1)C2,3
CCOc1ccccc1NC(=O)c1ncoc1-c1ccc(OC)c(OC)c1,-20
COC(=O)c1cccc(NC(=O)Nc2cc(-c3nc4cc(C)ccc4o3)ccc2OC)c1,4
CC(=O)c1c(C)oc2c(Cl)cc(NS(=O)(=O)c3ccc4ccccc4c3)cc12,3
O=C(Cn1nnc(-c2cccc(F)c2)n1)N(Cc1cccs1)c1ccc2c(c1)OCCO2,-3
CCCc1cc(=O)[nH]c(SC(C)C(=O)NC2CCCCCC2)n1 (centres undefined),0
CCCNc1c(C)cccc1C,-3
COc1cccc(-c2cc(=O)n(-c3ccccc3OC)[nH]2)c1,9
O=C(CSc1ncc(-c2ccccc2)o1)Nc1ccc(F)c(F)c1,-14
Cc1ccc(N2CC(C(=O)Nc3c(NC4CCCC4)c4ccccc4oc3=O)CC2=O)cc1 (centres undefined),-3
CC(C)(C)OC(=O)CC(=O)NNC(=O)c1nc2ccccc2[nH]1,3
CCc1noc(Cn2c(=O)c(C#N)cn(C3CC3)c2=O)n1,-6
O=C(NCc1cccc(Cl)c1)C1CCN(c2ncnc3nc[nH]c23)CC1,6
Cc1cccc(-n2nc(C)c(C(=O)NCCN3CCCCC3C)c2-n2cccc2)c1 (centres undefined),3
O=Cc1ccc(Sc2ccccc2)cc1,11
Cc1ccc(CNC(=O)c2ccc3noc(-c4ccccc4)c3c2)cc1,4
CN(C)S(=O)(=O)c1cccc(NC(=O)CSc2cccc3cccc(Cl)c23)c1,-18
CCOc1ccc(Oc2coc3cc(O)ccc3c2=O)cc1,6
Cc1oc(-c2cccs2)nc1C(=O)NCC(C)N1CCOCC1 (centres undefined),-13
Cn1ccc2nc3ncnn3c(-c3ccccc3)c2c1=O,0
CN(C)C(=O)C1CCC(C)(C(=O)O)C1(C)CI (centres undefined),-3
O=C(Cn1c(CO)cnc1SCc1c(F)cccc1Cl)NCc1ccccc1,-11
CC[C@@H]1Cc2[nH][nH]c(=O)c2[C@H](CC(C)C)O1,0
Nc1ccc2oc(-c3ccc(-c4ccccc4)cc3)nc2c1,9
O=C(Nc1ccc2oc(=O)ccc2c1)c1ccc(Cl)cc1,-4

More entries follow.
Compound,LDHA block
COc1cccc(Cn2cnc(-c3ccccc3OC)c2-c2cccnc2)c1,6
CC(=O)N1CCc2cc(C(=O)Nc3nc4ccccc4[nH]3)ccc21,-9
CNc1c(NC(=O)Nc2ccccc2C(F)(F)F)c(=O)oc2ccccc12,-12
CCCCCCC(C)NC(=O)Cc1cccs1 (centres undefined),0
CC(C)=CC(=O)NCCSc1ccccc1,-3
CNc1nc(Nc2ccc(C)c(C)c2)c2cnn(C)c2n1,-5
Cc1cc(C(F)(F)F)c(C#N)c(SCc2cccc(C(F)(F)F)c2)n1,5
Nc1nonc1C(=O)N1CCCN(C(=O)Nc2ccc(Cl)cc2)CC1,1
O=C(O)CCCN1CCCCC1,-3
CNc1nc2c(c(=O)[nH]c(=O)n2C)n1CC(O)COc1ccc(Cl)cc1 (centres undefined),4
CC1(C)OC2OC(C(=O)Oc3ccc(Cl)cc3)C3OC(C)(C)OC3C2O1 (centres undefined),-3
O=C(Nc1cccc(-c2nc3ccccc3o2)c1)c1ccc([N+](=O)[O-])cc1,2
COc1ccc(-c2nc(SCC(=O)N3CCCc4ccccc43)n3[nH]c(=O)cc3n2)cc1,13
COCC(C)NC(=O)c1cc2cc(N(C)S(=O)(=O)c3ccc(Cl)cc3)ccc2s1 (centres undefined),4
COC(=O)CN1C(=O)CSc2ccc(S(=O)(=O)Nc3cccc(Cl)c3)cc21,7
O=C(O)CCCC(=O)N1CCNCC1,0
CCCCn1nc(C(=O)NCC(c2ccco2)N2CCCCC2)c2ccccc2c1=O (centres undefined),-13
N#CCCN(C(=O)CSc1nnnn1-c1ccc(O)cc1)c1cccc(Cl)c1,-13
O=C(O)COCC(=O)N1CCOCC1,-6
CCOCCCNC(=O)c1ccc2nc(C)c(C)nc2c1,7

Sorted by length of the SMILES (descending): some entries from above
Compound,LDHA block
CC1(C)OC2OC(C(=O)Oc3ccc(Cl)cc3)C3OC(C)(C)OC3C2O1 (centres undefined),-3
CCCCn1nc(C(=O)NCC(c2ccco2)N2CCCCC2)c2ccccc2c1=O (centres undefined),-13
N#CCCN(C(=O)CSc1nnnn1-c1ccc(O)cc1)c1cccc(Cl)c1,-13
Nc1nonc1C(=O)N1CCCN(C(=O)Nc2ccc(Cl)cc2)CC1,1
CCOCCCNC(=O)c1ccc2nc(C)c(C)nc2c1,7
CC(C)=CC(=O)NCCSc1ccccc1,-3
O=C(O)CCCC(=O)N1CCNCC1,0

Carrying on:
Compound,LDHA block
CCCCC[C@@H](C)N1C[C@@H](COCc2ccccc2)Oc2cc(N3CCC[C@H]3COC)ccc2S1(=O)=O,2
COCCn1c(N2CCN(Cc3c(F)cccc3Cl)CC2)nc2c1c(=O)[nH]c(=O)n2C,-5
COc1ccc(C(=O)N[C@@H]2C(=O)Nc3c(c(C)nn3C)[C@H]2c2ccc3c(c2)OCCO3)cc1OC,-4
CCCNC(=O)C(C)NC(=O)Cc1coc(-c2ccccc2)n1 (centres undefined),1
COc1ccc(S(=O)(=O)Oc2ccc3c(c2)O/C(=C\c2cccc(OC)c2OC)C3=O)cc1,0
O=C(CC1CCCC1)NCc1ccncc1,9
CCn1c(CNC(=O)c2ccc3c(c2)OCO3)nnc1SCC(=O)c1ccc(F)cc1,-6
Cc1nn2c(nnc3c(=O)n(-c4ccccc4)ccc32)c1-c1ccccc1,4
O=C(CCCc1cccs1)N(Cc1ccc(F)cc1)C1CC1,5
CCOC(=O)/C(C#N)=C/c1ccc(Br)s1,2
Cc1cc(C(F)(F)F)nc(SC(C(=O)O)c2ccccc2)n1 (centres undefined),6
N#Cc1cccnc1N1CCN(C(C(=O)O)c2c[nH]c3cc(CO)ccc23)CC1 (centres undefined),0
CC(=O)N/C(=C/c1ccccc1)C(=O)OC(C(N)=O)c1ccccc1 (centres undefined),2
NS(=O)(=O)c1ccc(N/N=C/c2ccc(Cl)cc2)c([N+](=O)[O-])c1,1
CSc1ccc(C(C)NC(=O)C2CC=CCC2)cc1 (centres undefined),7
O=C(Nc1cccc(C(F)(F)F)c1)C1=CCN(Cc2ccc(F)cc2)CC1,3
COc1ccc(C2C(c3ccc(C)cc3)=C(O)C(=O)N2CCc2ccccc2)cc1 (centres undefined),10
Cn1c(CN2CCN(c3ccc(NS(C)(=O)=O)cc3)CC2)nc2ccccc21,2
CCC(C)NC(=O)c1ccc(N(C)C)cc1 (centres undefined),1
O=C(c1cc2ccccc2oc1=O)N(Cc1ccccc1)c1cccc([N+](=O)[O-])c1,-7
CC(NC(=O)c1cc(=O)c2ccccc2o1)c1ccc(-c2ccccc2)cc1 (centres undefined),2
CN(CCOc1ccc(Br)cc1)C(=O)c1cc(=O)[nH]c2ccccc12,10
CC(C)C(=O)Nc1nc2c(s1)C(=O)CC(C)(C)C2,-15
O=C(CNC(=O)c1ccc2c(c1)OCO2)Nc1ccc2c(c1)Cc1ccccc1-2,-7
CN(Cc1cccc2ccccc12)C(=O)Cc1cn(C)c2ccccc12,-3
Cc1cccc(NC(=O)C(C#N)=C2CCCCC2)c1,19
CCc1ccc(C(=O)COC(=O)Cc2ccc(-c3ccccc3)cc2)cc1,12
CNC(=S)N/N=C/c1ccc(F)cc1F,11
O=C(CS(=O)(=O)c1ccc(N2CCCC2=O)cc1)N1CCOCC1,8
COc1ccc(OC)c(CN(C(=O)c2ccc(F)cc2)C2CC2)c1,11
O=C(/C=C/c1c(F)c(F)c(F)c(F)c1F)Nc1cccc([S+](=O)([O-])Nc2ccccc2F)c1,2
CC(=O)N1CCN(C(=O)Cn2ccc3cc(Br)ccc32)CC1,11
N#Cc1cn(CC(=O)Nc2ccc(F)c(Cl)c2)c2ccccc12,2
Cc1c(Cl)cccc1NC(=O)C12CC3CC(CC(C3)C1)C2,2
CC(C)C(=O)NCCCOC1CCCCC1,-3
Cc1ccc(S(=O)(=O)N2CCCCC2)cc1NC(=O)CSc1nc(Cc2ccccc2)c(C)[nH]1,3
COCC(C)NC(=O)Cc1n[nH]c(=O)c2ccccc12 (centres undefined),13
O=C(COc1ccc(C(=O)c2ccccc2)cc1)NCc1ccccc1CN1CCCC1,0
CC(NC(=O)/C(=C/c1ccccc1)NC(=O)c1ccc(Br)o1)C(=O)O (centres undefined),-20
Cc1ccccc1OC(=O)/C=C/c1ccccc1,4

Random excerpt: two records from the list.
Compound,LDHA block
CCn1c(CNC(=O)c2ccc3c(c2)OCO3)nnc1SCC(=O)c1ccc(F)cc1,-6
COC(=O)c1cccc(NC(=O)Nc2cc(-c3nc4cc(C)ccc4o3)ccc2OC)c1,4

(more compounds)
Compound,LDHA block
Cc1c(C(=O)Nc2nc(-c3cccs3)ns2)oc2ccccc12,2
C=CCN1CCCC(C(=O)OCC)C1 (centres undefined),0
COc1cccc(CNC(=O)[C@@H]2CCCN2)c1,2
COc1ccc2cc(C(=O)Nc3ccc(NC(=O)Nc4ccccc4)cc3)c(C)nc2c1,4
CC(C)(C)c1ccc(NC(=O)CCc2ncc(-c3ccccc3F)o2)cc1,14
CCN(CC(=O)NC(C)C)S(=O)(=O)N1CCCC(C)C1 (centres undefined),1
CCCOc1ccccc1Oc1ncccc1CNC(=O)Nc1ccccc1,0
CCn1c(SCC(=O)N(C)CCOc2ccc(Br)cc2)nnc1C1CC1,0
Nc1c(-c2nc3ccccc3[nH]2)c2ccccn2c1C(=O)c1cccc(Br)c1,2
C=CCOc1cccc(NC(=O)c2ccc(OCC)cc2)c1,-2
CCOCCCNC(=O)C(c1ccc(OC)cc1)N(Cc1cccs1)C(=O)CNC(=O)c1ccccc1 (centres undefined),11
CCCCCCCCCc1ccc(-c2ccc(CCCCCCC)cc2)nc1,3
Cc1ccccc1C(=O)NC1CCCCC1C (centres undefined),5
CCOC(=O)[C@]12CCCC=C1N(Cc1ccco1)C(=O)[C@H](CC(=O)N1CCN(C(=O)C3CC3)CC1)C2,0
Cc1ccc(C(=O)Nc2ccc(-c3nc4ccccc4[nH]3)cc2)cc1Br,-6

These rows are one share of the data, so the mix of outcomes need not match the whole.
